High-throughput results: PubChem, Southern Research Institute
GST TR-FRET counter: GST-antibody interaction or FRET quenching – biochemical, TR-FRET, artefact control for Vif-APOBEC3G degradation inhibitor project, dose response (AID 1117362); TR-FRET counter screen, biotin-GST/anti-GST signal; inhibition, % at the top dose, mostly 100 µM; hits show IC50 in µM; 3,600 tested, 2.8% active;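 active = inhibition above 30% at one or more concentrations, seen consistently on every test date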;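 note: biotinylated GST protein used in place of GST-Vif 1-94 and biotin-A3G peptide; detects fluorescence quenchers or blockers of GST binding to anti-GST antibody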
* hit, by the source's call.

SMILES	GST TR-FRET counter
CCOC(=O)c1cc([N+](=O)[O-])cc([N+](=O)[O-])c1Sc1ncnc2nc[nH]c12	5.5%
O=C(c1cc2ccccc2oc1=O)N1CCN(c2ccc(N3CCOCC3)nn2)CC1	3.7%
CCOc1cc(C2NC(=O)NC(O)(C(F)(F)F)C2C(=O)c2ccccc2)ccc1OC (centres undefined)	0.8%
CCOc1ccc(C(=O)NC(=S)Nc2ccc(N3CCC(C)CC3)cc2)cc1[N+](=O)[O-]	-4.0%
Nn1c(SCC(=O)NCCc2ccc(F)cc2)nnc1C1CCCCC1	7.5%
O=c1cc2oc3cc(O)c(O)cc3c(-c3ccccc3O)c-2cc1O	-3.2%
CCOc1ccc(OCCOc2cccc(C(F)(F)F)c2)cc1	-3.7%
CCn1c(C(=O)OC)cc2c1ccn2-c1ccc(F)cc1	4.6%
CCCCSc1nc2sc3c(c2c(=O)[nH]1)CCC3	2.5%
CC1(OC(=O)CCc2ccccc2)C(=O)C=C2C=C(c3ccsc3)OC=C2C1=O (centres undefined)	5.5%
COCCn1c(SCC(=O)N2CCC(C)CC2)nc2c([nH]c3ccccc32)c1=O	2.0%
Cc1sc(NC(=O)c2ccccc2)c(C(=O)NCCN(C)C)c1C	-0.4%
O=S(=O)(c1ccc(Cl)s1)N1CCN(Cc2ccccc2)CC1	4.1%
Cc1ccc(-n2c(SCC(=O)NCc3ccco3)nc3c([nH]c4ccccc43)c2=O)cc1	-0.9%
CC1(C)Cc2c(cnn2-c2ccccc2)C(NC(=O)CCCN2CCCCC2=O)C1 (centres undefined)	3.7%
CCn1ncc(/C=N/NS(=O)(=O)c2ccc(Cl)cc2)c1C	-1.8%
Cc1c(NC(=O)/C(C#N)=C/C2CC=CCC2)c(=O)n(-c2ccccc2)n1C (centres undefined)	-3.6%

In the list so far, these contain a nitro group on carbon.
SMILES	GST TR-FRET counter
CCOC(=O)c1cc([N+](=O)[O-])cc([N+](=O)[O-])c1Sc1ncnc2nc[nH]c12	5.5%
CCOc1ccc(C(=O)NC(=S)Nc2ccc(N3CCC(C)CC3)cc2)cc1[N+](=O)[O-]	-4.0%

Molecules above that have an aryl thioether with sulfur outside any ring, in the order listed:
SMILES	GST TR-FRET counter
CCOC(=O)c1cc([N+](=O)[O-])cc([N+](=O)[O-])c1Sc1ncnc2nc[nH]c12	5.5%
Nn1c(SCC(=O)NCCc2ccc(F)cc2)nnc1C1CCCCC1	7.5%
CCCCSc1nc2sc3c(c2c(=O)[nH]1)CCC3	2.5%
COCCn1c(SCC(=O)N2CCC(C)CC2)nc2c([nH]c3ccccc32)c1=O	2.0%
Cc1ccc(-n2c(SCC(=O)NCc3ccco3)nc3c([nH]c4ccccc43)c2=O)cc1	-0.9%

Not all compounds are listed. The share of hits here may be higher or lower than overall.
